# From PubChem
# CF NFkB inh = inhibitors of PAF-induced NF-kB signaling, primary screen, cell-based, GFP fluorescence, uHTS; KKLEB NF-kB-GFP reporter, GFP fluorescence overnight; inhibition, % at 5 µM; 360,000 tested, 0.86% active; AID 588850, 2011;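 active = at least 50% inhibition at 5 µM, scaled per plate between neutral and stimulator controls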;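 note: PAF is a Pseudomonas aeruginosa culture filtrate used as stimulus; plate controls were PAF-stimulated DMSO wells for no effect and unstimulated DMSO wells for full effect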
# KKLEB tox = cytotoxicity in KKLEB CF airway cells, primary screen, cytotoxicity control for CF NF-kB inhibitor project, cell-based, uHTS, fluorescence assay plates | KKLEB CF airway cells viability, ATPlite luminescence, overnight; active compounds read low; cells stimulated with P. aeruginosa culture filtrate | activity change (cytotoxicity), % at 5 µM | 360,000 tested, 0.36% active | AID 602141, 2011;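 active = corrected activity change at or below -50% at 5 µM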
# NR5A2 inv ag = LRH-1 (NR5A2) inverse agonists, primary screen, cell-based, luminescence, HEK293T, StAR-luciferase reporter. Nuclear receptor subfamily 5 group A member 2 (Homo sapiens), O00482. LRH-1 transfected, 24 h. inhibition, % at 3.6 µM. 360,000 tested, 0.13% active;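 active = inhibition above the mean inhibition of all tested compounds plus 3 SD, cut at about 73% in these data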;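 note: 0% = DMSO wells and 100% = reporter-only cells lacking LRH-1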
# SRC1 inh = SRC1 coactivator transcriptional activity inhibitors, primary screen, cell-based, luminescence | 360,000 tested, 0.12% active | inhibition, % at 3.6 µM | HEK293 GAL4-SRC1 luciferase reporter | Nuclear receptor coactivator 1 (Homo sapiens), Q15788;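 active = inhibition above the campaign mean plus 3 SD, with each screening campaign given its own cutoff, cut at about 60% in these data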;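 note: 0% = DMSO treated cells and 100% = gossypol at 36 µM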
# COUP-TFII inh = NR2F2 transcriptional activity inhibitors, primary screen, cell-based, luciferase reporter, HEK293T, luminescence; COUP transcription factor 2 (Homo sapiens), P24468; HEK293T NGFI-A luciferase reporter; inhibition, % at 8.6 µM; 370,000 tested, 0.7% active;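 active = inhibition above a per-plate cutoff, mean inhibition of test wells between control levels plus 3 SD, cut at about 38% in these data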;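 note: cells cotransfected with COUP-TFII expression vector driving the NGFI-A reporter; 0% = median of COUP-TF2 test wells and 100% = reporter-only cells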
# TROY signal inh = inhibitors of TROY-driven NF-kB signaling, primary screen, Q293 LMP1-TROYcd cells, NF-kB luciferase, uHTS | Q293 LMP1-TROYcd NF-kB luciferase reporter, 4 h | inhibition, % at 10 µM | 360,000 tested, 0.98% active | AID 1347056, 2019;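 active = compounds whose plate-normalised and pattern-corrected inhibition of the luciferase reporter signal at the single screening dose is 50% or more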
# LMP1 NFkB inh = EBV LMP1-driven NF-kappaB luciferase reporter inhibitors, primary screen, cell-based, luminescence, single point. inhibition, % at 12.5 µM. AID 504558, 2011. LMP1-induced NF-kappaB luciferase reporter cells. 350,000 tested, 0.69% active; in the data active = inhibition above about 41%;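 note: 0% = neutral control wells and 100% = reference inhibitor control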
# NCOA2 inhibitor = inhibition of GAL4-SRC2 driven luciferase reporter, primary screen, SRC2 inhibitor project, cell-based, luminescence; HEK293 GAL4-SRC2 luciferase reporter; Nuclear receptor coactivator 2 (Homo sapiens), Q15596; inhibition, % at 9 µM; 370,000 tested, 0.17% active;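 active = inhibition above the mean inhibition of all tested compounds plus 3 SD, set per campaign, cut at about 52% in these data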;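 note: 0% = DMSO treated cells and 100% = cells given Gossypol at 36 µM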
# SRC3 inh = SRC3 coactivator transcriptional activity inhibitors, primary screen, cell-based, luminescence; HEK293 GAL4-SRC3 luciferase reporter; inhibition, % at 3.6 µM; 360,000 tested, 0.17% active;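 active = inhibition above a per-campaign cutoff, the mean of all compounds plus 3 SD, cut at about 60% in these data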;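 note: 0% = DMSO-treated cells and 100% = gossypol-treated cells at 36 µM; higher means less SRC3-driven luciferase light from the GAL4 reporter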
# Target sequence (Q9Y6Q9 whole entry, looked up, the tested form may be a part): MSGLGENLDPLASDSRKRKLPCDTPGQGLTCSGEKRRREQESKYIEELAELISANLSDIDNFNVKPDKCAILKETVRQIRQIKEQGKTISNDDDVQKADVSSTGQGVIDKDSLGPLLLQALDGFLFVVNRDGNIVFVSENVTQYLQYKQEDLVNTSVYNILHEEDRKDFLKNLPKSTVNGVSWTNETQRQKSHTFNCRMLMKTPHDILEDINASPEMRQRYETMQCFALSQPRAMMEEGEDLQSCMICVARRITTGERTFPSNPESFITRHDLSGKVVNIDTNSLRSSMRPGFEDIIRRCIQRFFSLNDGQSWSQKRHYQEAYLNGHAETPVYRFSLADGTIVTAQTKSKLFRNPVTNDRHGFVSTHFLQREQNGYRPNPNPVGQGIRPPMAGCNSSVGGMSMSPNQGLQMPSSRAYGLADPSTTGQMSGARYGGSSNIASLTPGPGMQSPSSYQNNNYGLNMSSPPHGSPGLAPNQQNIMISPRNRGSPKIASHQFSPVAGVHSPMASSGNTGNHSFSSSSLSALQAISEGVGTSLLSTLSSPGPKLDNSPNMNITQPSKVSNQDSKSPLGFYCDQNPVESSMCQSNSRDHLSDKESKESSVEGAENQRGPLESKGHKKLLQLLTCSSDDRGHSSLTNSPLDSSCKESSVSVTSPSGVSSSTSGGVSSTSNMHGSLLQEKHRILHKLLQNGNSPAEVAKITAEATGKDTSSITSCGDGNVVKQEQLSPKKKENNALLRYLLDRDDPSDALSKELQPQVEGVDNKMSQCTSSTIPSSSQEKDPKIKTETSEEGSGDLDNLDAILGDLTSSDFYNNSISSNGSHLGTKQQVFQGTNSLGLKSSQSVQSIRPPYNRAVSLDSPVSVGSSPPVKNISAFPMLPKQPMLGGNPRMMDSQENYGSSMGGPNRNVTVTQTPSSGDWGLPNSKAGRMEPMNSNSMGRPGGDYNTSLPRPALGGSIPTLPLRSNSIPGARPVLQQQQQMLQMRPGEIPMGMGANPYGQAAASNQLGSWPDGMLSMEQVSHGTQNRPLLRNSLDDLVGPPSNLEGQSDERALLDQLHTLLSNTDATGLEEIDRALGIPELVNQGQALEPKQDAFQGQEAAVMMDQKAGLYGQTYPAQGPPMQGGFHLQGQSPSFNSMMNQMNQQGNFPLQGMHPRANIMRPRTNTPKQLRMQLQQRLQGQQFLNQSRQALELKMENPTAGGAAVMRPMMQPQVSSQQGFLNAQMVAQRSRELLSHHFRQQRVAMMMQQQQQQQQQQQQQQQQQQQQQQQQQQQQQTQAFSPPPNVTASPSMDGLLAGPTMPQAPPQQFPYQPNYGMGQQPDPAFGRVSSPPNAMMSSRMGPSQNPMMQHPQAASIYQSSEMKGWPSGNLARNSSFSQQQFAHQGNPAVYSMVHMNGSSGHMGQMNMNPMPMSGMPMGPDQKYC
# TWEAK Fn14 block = inhibitors of TWEAK-Fn14 signaling, primary screen, luciferase reporter cells, uHTS. TWEAK-stimulated Fn14 reporter cells, luciferase luminescence, 8 h. inhibition, % at 10 µM. 360,000 tested, 2% active. AID 1159606, 2016; in the data active = inhibition above about 50%
# C8 TRAIL sens = viability loss with TRAIL in NB7+C8 cells, primary screen, TRAIL sensitizer project, cell-based, ATPlite luminescence | AID 624354, 2012 | inhibition (viability loss, TRAIL sensitization), % at 10 µM | 360,000 tested, 1% active;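 active = compounds causing at least 50% loss of cell viability in the single-dose screen, relative to plate controls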
# Active calls of the source: *; / = not tested or not shown.
nr	SMILES	CF NFkB inh	KKLEB tox	NR5A2 inv ag	SRC1 inh	COUP-TFII inh	TROY signal inh	LMP1 NFkB inh	NCOA2 inhibitor	SRC3 inh	TWEAK Fn14 block	C8 TRAIL sens
1	C/C(=N\OCC(=O)OCC(=O)NCc1ccccc1)c1ccc2c(c1)OCO2	1	5	19	-4	-4	13	2	24	2	-11	18
2	CCc1ccc2cc(F)cc(F)c2n1	-29	3	-14	8	15	10	/	2	14	0	-7
3	COc1ccc(NC2=CC(=O)CC(C)(C)C2)cc1OC	0	1	33	-20	-7	18	-4	-45	5	3	12
4	CCOc1ccccc1NC(=O)CSc1nc(=O)n(CCCN2CCOCC2)c2c1CCCC2	-4	4	-18	-17	0	-2	1	-20	1	-9	-13
5	C/C(=N\NC(=O)Cc1ccc(Cl)cc1)c1cccc(NC(=O)c2cccnc2)c1	11	-7	-4	-12	2	1	-3	-2	-15	-25	-12
6	O=C(c1ccccn1)N1CCN(C(=O)c2ccccn2)CC1	-1	6	-29	-6	-2	-10	-7	17	-6	-6	-20
7	CCOc1ccc(NC(=O)c2ccccc2SC)cc1	-8	8	-32	-38	-19	-32	-13	-69	-31	-15	18
8	O=C(NCc1cccs1)C1CC(=O)N(c2ccc(F)cc2)C1 (configuration not stated)	9	-2	12	10	-1	-49	-20	4	-16	-9	0
9	CN(Cc1ncc[nH]1)C(=O)CC1C(=O)NCCN1Cc1c(F)cccc1Cl (configuration not stated)	6	1	11	-1	14	12	-5	0	4	-17	-8
10	CCCC1(CCC)NC(=O)N(CC(=O)Nc2ccc(Cl)c(S(=O)(=O)N3CCOCC3)c2)C1=O	-18	15	-3	17	11	0	-15	-4	20	-29	-12
11	CC(=O)c1cccc(OC(=O)Oc2cccc(C(C)=O)c2)c1	-40	9	3	9	-8	11	4	-22	-26	-1	-13
12	COc1ccc(CNC(=O)c2cnc(C)cn2)c(OC)c1	0	8	5	-1	-13	1	-1	-2	7	4	1
13	S=C(Nc1ccccc1Oc1ccccc1)Nc1cccc(Cl)c1Cl	-22	16	-11	11	-7	-13	-4	-13	13	5	-3
14	COc1ccc(N2C(=O)c3ccccc3S2(=O)=O)cc1	-4	11	7	-3	-8	-36	-3	1	-10	-24	-6
15	CC(C)NC(=O)CC(=O)N/N=C/c1c(F)cccc1Cl	10	1	-7	2	-4	-10	4	2	-6	-13	-7
16	COc1ccc(C(=O)NC2CCCCCC2)cc1S(=O)(=O)N1CCCc2ccccc21	12	5	2	-9	4	17	-7	2	-18	45	8
17	CN1CCN(Cc2nc3c([nH]2)c(=O)[nH]c(=O)n3C)CC1	-3	3	0	4	9	-1	-10	-15	-12	-6	-18
18	C1CCN(CCC2CCCCN2)CC1 (configuration not stated)	-20	17	19	4	-8	3	-7	19	0	2	-16
19	Nc1c(N(CCO)C(=O)C2CCCC2)c(=O)[nH]c(=O)n1Cc1ccccc1	-30	4	-1	2	3	-27	5	-4	-26	0	-13
20	O=C(NNc1ccccn1)c1ccccc1CC[N+](=O)[O-]	-22	12	25	-10	-16	-5	-13	-15	10	-5	-2
21	CCN(CC(=O)Nc1ccc2c(c1)OCCO2)C(=O)CCc1ccc(OC)cc1	20	-10	30	-21	26	-25	-15	-9	5	11	4
22	Nc1ncnc2c1nc(Sc1ccc(Cl)cc1)n2[C@@H]1O[C@@H]2COP(=O)(O)O[C@H]2[C@H]1O	-2	29	-10	-26	-15	-3	12	7	-5	-9	-5
23	C=CCn1c(SCc2nc3c(c(=O)[nH]c(=O)n3CCCC)n2CCC)nnc1-c1ccccc1	9	-1	15	-3	18	0	4	3	18	14	1
24	Cc1ccc(C(=O)O/N=C2\CC3CCC2(C)C3(C)C)cc1 (configuration not stated)	21	-1	-2	-3	14	-1	3	-4	11	-20	-11
25	Oc1cccc(/C=N/N2CCN(c3ccccn3)CC2)c1	12	-10	-17	-31	-21	-63	1	-28	-31	-25	17
26	CC(=O)c1cn(-c2ccc(Cl)cc2)c(=O)[nH]c1=O	-2	3	11	-8	3	11	3	-1	21	2	0
27	Cc1ccccc1SCC(=O)N1CCN(c2ccc(C(F)(F)F)cn2)CC1	-5	-7	4	7	9	-1	17	6	5	-5	4
28	Cn1c(O)c(N=NC(=O)Cc2c[nH]c3ccccc23)c2ccccc21	0	-23	26	-10	7	16	-5	13	-14	-16	-13
29	COc1ccc(S(=O)(=O)N2CCC(C(=O)N3CCCCC3)CC2)cc1	8	4	-10	2	23	0	9	14	0	3	-3
30	C=CCc1cc(Cl)ccc1OCCOCCNC(C)CC (configuration not stated)	-9	-3	-3	-41	-14	-16	0	-60	-7	-5	9
31	CC1CC(C)(C)CC2(C1)NC(=O)N(CC(=O)NC1CCCc3ccccc31)C2=O (configuration not stated)	-6	17	7	19	7	0	-6	3	18	0	-4
32	Cc1ccc(OC(=O)CCC(=O)Oc2ccc(C)cc2C)c(C)c1	18	11	-9	4	4	-5	3	26	-4	-5	-7
33	CCOc1ccc(-c2ccc(SCC(=O)NC3CCCCC3)nn2)cc1	32	-34	-23	-15	-3	-24	-6	3	-34	-29	49
34	O=C(Nc1ccc(Cl)cc1)c1csc([C@@H]2O[C@H](CO)[C@@H](O)[C@H]2O)n1	-11	20	-37	-20	-7	-41	/	1	-38	-15	-3
35	Cc1cc(Cl)ccc1C(=O)C1CCCN(C(=O)c2n[nH]c3c2CCCC3)C1 (configuration not stated)	18	-7	-2	-5	-15	4	-3	5	-35	2	5
36	Cc1ccc(CS(=O)Cc2ccc(C(=O)NC3CCCCCC3)o2)cc1 (configuration not stated)	9	-7	-17	4	15	-13	-1	-17	9	30	-5
37	O=[N+]([O-])c1ccc(-c2ccc(S(=O)(=O)NCCN3CCCC3)cc2)cc1	16	-2	4	13	18	-2	11	40	-12	4	30
38	Cc1ccc(S(=O)(=O)Nc2nc(C)c(NC(=O)OCCCl)s2)cc1	-3	7	-6	-11	-1	7	5	-5	12	-4	-2
39	O=C(Cc1cccs1)Nc1nncs1	4	-7	-6	-14	2	-24	-8	9	-24	4	-10
40	O=C(c1ccc(N2CCCC2=O)cc1)N1CCN(c2ccccc2)CC1	2	4	-2	-3	2	-3	3	-9	-34	-6	-2
41	CC1(C)CC(=O)C(C=NCCN2CCN(C(=O)C34CC5CC(CC(C5)C3)C4)CC2)=C(O)C1	-7	-12	4	-10	8	-2	-14	-2	0	6	0
42	CCOC(=O)CC1OC(=O)c2cc3c(cc21)C(=O)OC3CC(=O)OCC (configuration not stated)	20	-18	-11	14	-4	19	8	-7	26	2	0
43	CNc1oc(Cc2ccccc2)nc1S(=O)(=O)c1ccc(Cl)cc1	-7	-4	-16	-7	5	3	-13	2	12	26	-7
44	CC1(C)CC2(OC2c2ccccc2[N+](=O)[O-])C(=O)c2ccccc21 (configuration not stated)	10	-14	-9	4	-1	-2	-4	-26	7	-3	-2
45	CCOC(=O)Cc1csc(NC(=O)COc2ccc(N(C)S(=O)(=O)c3cccs3)cc2)n1	-4	10	11	2	36	40	12	15	-63	47	4
46	O=C(O)C1C2C=CC(C2)C1C(=O)NCc1ccccc1 (configuration not stated)	20	0	-1	-9	-2	7	6	7	-7	7	-6
47	O=S(=O)(c1ccccc1)N1CCN(Cc2cccc(Cl)c2)CC1	1	7	13	-11	-10	21	-2	8	10	79*	17
48	COC(=O)CCCC(=O)N1CCCC(C(=O)c2ccc(-c3ccccc3)cc2)C1 (configuration not stated)	-8	4	7	-14	6	6	0	10	-11	-21	16
49	COc1ccc(OC)c(NC(=O)CC2(CC(=O)O)CCCC2)c1	5	14	-23	0	-2	-12	-1	6	1	-9	6
50	COc1ccc(C2(c3ccc(OC)cc3)NC(=O)N(CC(=O)N3CCOCC3)C2=O)cc1	14	1	13	-7	14	7	-2	-10	-3	18	-14
51	Cc1ccc(S(=O)(=O)N(CC(=O)NCc2ccco2)Cc2ccccc2F)cc1	20	-3	4	1	-6	10	0	5	2	11	-14
52	O=C(Nc1nnc(C2CC2)s1)c1ccncc1	-18	8	-12	-10	-5	6	-5	-16	-20	-4	-4
53	CC(C)(C)NC(=O)NC(=O)CSc1nnc2ccccn12	-8	-6	-15	-10	-10	2	0	-1	17	9	-7
54	Cc1ccc(OCC(=O)NC(=S)Nc2cccc(C)n2)cc1	6	-12	8	1	11	15	-4	2	-4	-19	7
55	CCCCN1C(=O)C(CC(=O)NCC)SC1=Nc1ccccc1 (configuration not stated)	-8	2	20	14	8	3	-2	-24	19	10	-13
56	Brc1ccc2ncc(Br)cc2c1	17	0	2	15	8	4	1	-7	12	-2	-8
57	CCOc1ccc(N(C(=O)c2snc(C(N)=O)c2N)C(C(=O)NCC2CCCO2)c2c[nH]c3ccccc23)cc1 (configuration not stated)	-2	-3	-4	-13	14	-3	-5	3	10	10	9
58	COc1ccc(-c2csc3nc[nH]c(=O)c23)cc1OC	2	3	3	-2	-20	1	0	-7	3	15	-1
59	O=C([C@@H]1CC=C[C@@H]2CCN(C3CCCCC3)C(=O)[C@@H]21)N1CCN(c2ccccc2)CC1	-22	7	4	-3	8	-12	6	-13	-5	0	4
60	Cc1nn(C)c(C)c1/C=N/NC(=O)CCn1cc([N+](=O)[O-])cn1	8	5	0	-1	9	12	4	11	13	3	0

# Following part:
nr	SMILES	CF NFkB inh	KKLEB tox	NR5A2 inv ag	SRC1 inh	COUP-TFII inh	TROY signal inh	LMP1 NFkB inh	NCOA2 inhibitor	SRC3 inh	TWEAK Fn14 block	C8 TRAIL sens
61	CCOCCCNS(=O)(=O)Cc1ccccc1	1	4	-3	4	0	-11	3	-17	-6	6	7
62	O=C1CCc2ccc(NC(=O)C3CC3)cc2N1	9	5	-19	-6	-10	-12	-4	10	16	13	-1
63	C=CCn1c(SCCN2CCCCC2)nc2c1c(=O)[nH]c(=O)n2C	19	3	-12	-6	-3	1	5	-6	-6	-7	-3
64	Cc1cc(C)n(C(=O)N(c2ccccc2)c2ccccc2)n1	-22	9	-25	9	11	2	-3	4	4	3	4
65	Cc1c(Cc2c(Cl)cccc2Cl)c(=O)ccn1C(C)c1ccccc1 (configuration not stated)	0	12	26	-1	3	-10	-1	6	10	12	2
66	Cn1cnc(S(=O)(=O)N2CCN(c3cccc(C(F)(F)F)c3)CC2)c1	2	0	-22	8	-12	-2	0	18	-7	2	3
67	Cc1ccccc1N1CCN(C2=NC(=O)/C(=C\c3cccs3)S2)CC1	17	-9	-43	-9	1	22	-2	-21	-1	-8	1
